PLCg1 inh: blocks human PLC-gamma1 enzyme activity; 370,000 tested, 0.84% active; purified PLC-gamma1, fluorogenic substrate, fluorescence; P19174; inhibition, % at 12.2 µM; in the data active = inhibition above about 9.5%
ARFGAP1 inhibitor: inhibits rat ARF GTPase activating protein 1; Q62848; Arfgap1-stimulated ARF1 GTP hydrolysis, GDP FP detection; inhibition, % at 16.5 µM; 360,000 tested, 0.26% active;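 active = inhibition above a per-plate limit, mean inhibition of low control wells plus 3 SD, cut at about 25% in these data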;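 also: 0% = DMSO wells with enzyme and 100% = wells lacking Arfgap1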
Target sequence (Q62848 1-136 limits assumed): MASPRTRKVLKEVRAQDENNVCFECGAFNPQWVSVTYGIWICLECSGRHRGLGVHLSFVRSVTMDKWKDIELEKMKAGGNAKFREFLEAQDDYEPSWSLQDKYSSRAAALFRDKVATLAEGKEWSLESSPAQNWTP
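material = rat Arfgap1 catalytic domain, aa 1-136 | also added = human ARF1(Δ1-17)-GTP substrate | compound dosing = one concentration, 16.5 µM, DMSO 1.26% | times = GTP hydrolysis reaction 2 h at 25 °C | measured by = FP, GDP Alexa 633 tracer displaced from anti-GDP antibody, 620/688 nm | evaluation = percent inhibition of Arfgap1-stimulated GTP hydrolysis | replication = single well per compound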
SIAE inh: blocks human sialic acid acetylesterase; 370,000 tested, 0.69% active; inhibition, % at 9.66 µM; SIAE FP-Rh probe binding, fluorescence polarization; AID 1053197;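 active = inhibition above a cutoff: mean of compounds within the control limits plus 3 SD of those, cut at about 17% in these data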;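 also: 0% = plate median of compound wells and 100% = probe without SIAE protein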
TDP2 inh: blocks human TDP2 phosphodiesterase activity; O95551; recombinant TDP2, T5PNP hydrolysis, p-nitrophenol absorbance 415 nm; inhibition, % at 12.8 µM; 370,000 tested, 0.34% active; AID 720702;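 active = inhibition above the mean of all tested compounds plus 3 SD, set per campaign, cut at about 25% in these data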;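 also: 0% = DMSO with enzyme and 100% = buffer with substrate but no TDP2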
Target sequence (O95551 whole entry, looked up): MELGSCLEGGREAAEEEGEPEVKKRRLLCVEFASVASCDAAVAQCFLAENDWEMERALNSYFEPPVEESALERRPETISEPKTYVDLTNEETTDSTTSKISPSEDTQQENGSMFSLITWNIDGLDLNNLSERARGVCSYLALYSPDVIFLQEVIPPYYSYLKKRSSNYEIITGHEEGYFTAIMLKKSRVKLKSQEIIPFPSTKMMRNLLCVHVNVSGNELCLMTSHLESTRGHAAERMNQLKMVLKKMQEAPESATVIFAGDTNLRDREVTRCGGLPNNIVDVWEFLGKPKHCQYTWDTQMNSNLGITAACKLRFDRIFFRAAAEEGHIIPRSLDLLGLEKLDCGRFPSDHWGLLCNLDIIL
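Material: recombinant human TDP2; quantity: TDP2 enzyme at 120 nM final; medium: Tris-HCl pH 7.5 with MgCl2; compound: single concentration, 12.8 µM nominal, with 1% DMSO; incubation: 2 h enzyme incubation at 37 °C; signal: epi absorbance; measure: percent inhibition; benchmarks: high control without enzyme, low control DMSO plus TDP2; repeats: singlicate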
ASAP1 inh: ASAP1 ArfGAP inhibition; Q9ULH1; ASAP1-stimulated ARF1 GTP hydrolysis, GDP FP detection; inhibition, % at 16.5 µM; 360,000 tested, 0.19% active; in the data active = inhibition above about 25%;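 also: 0% = vehicle with enzyme and substrate and 100% = no enzyme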
Target sequence (Q9ULH1 325-724 limits assumed): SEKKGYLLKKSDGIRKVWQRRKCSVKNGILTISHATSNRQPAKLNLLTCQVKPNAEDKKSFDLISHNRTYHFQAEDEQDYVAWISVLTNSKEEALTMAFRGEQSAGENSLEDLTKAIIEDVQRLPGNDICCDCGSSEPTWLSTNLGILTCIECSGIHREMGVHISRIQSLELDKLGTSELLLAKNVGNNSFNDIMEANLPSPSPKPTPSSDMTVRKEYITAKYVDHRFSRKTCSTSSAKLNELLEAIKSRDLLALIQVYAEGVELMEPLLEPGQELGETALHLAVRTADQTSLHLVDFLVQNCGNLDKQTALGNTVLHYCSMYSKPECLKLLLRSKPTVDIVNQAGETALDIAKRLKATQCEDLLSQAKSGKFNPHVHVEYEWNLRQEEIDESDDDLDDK
Tn6 DDE FP: DD(E)-Tn6 binding inhibition, primary FP screen; P02675; Fibrin DD(E) TRITC-Tn6 fluorescence polarization displacement; inhibition, % at 8.3 µM; 370,000 tested, 0.21% active;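 active = inhibition above a per-campaign cutoff: mean of compounds within control limits plus 3 SD, cut at about 15% in these data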;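 also: 0% = median of all compound wells on the plate and 100% = blocking peptide control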
ADAM17 inh: inhibits human ADAM17; inhibition, % at 6.95 µM; P78536; recombinant ADAM17, EDANS/DABCYL FRET peptide cleavage; 370,000 tested, 0.83% active;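 active = inhibition above the mean of compounds lying between control limits plus 3 SD, set per campaign, cut at about 8.5% in these data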;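 also: 0% = DMSO-only wells as the low control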
ADAM10 inh: ADAM10 inhibition, QFRET primary screen | recombinant ADAM10, EDANS/DABCYL FRET peptide cleavage, 3 h | O14672 | inhibition, % at 7 µM | 370,000 tested, 0.62% active;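 active = inhibition above a per-campaign cutoff equal to the mean of compounds falling between control-based bounds plus 3 SD, cut at about 20% in these data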;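 also: 0% = DMSO wells while the 100% control is not disclosed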
DDE Tn7 FP inh: inhibitors of Tn7 peptide binding to human fibrin DD(E); P02675; FP displacement of FITC-Tn7 peptide from fibrin DD(E); 0% = median of compound wells per plate; inhibition, % at 8.3 µM; 370,000 tested, 0.13% active; AID 720508;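 active = inhibition above the mean of compounds falling within the control limits plus 3 SD of them, cut at about 14% in these data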;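 also: 0% = plate median of compound wells and 100% = 10 µM Aha-Tn7 peptide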
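Assay system: Human clot-derived fibrin DD(E) complex | Buffer or medium: Tris/NaCl/CaCl2 buffer, pH 7.8 | Repeats: One replicate per compound | Benchmarks: Aha-Tn7 high control | Measure: % inhibition scaled between sample-field median and high-control FP | Schedule: 10 min plus 3 h, room temperature | Signal: Fluorescence polarization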
PLCb3 inh: PLC-beta3 (human) inhibition, primary screen. Q01970. Purified PLC-beta3, fluorogenic substrate, fluorescence. inhibition, % at 12.2 µM. 370,000 tested, 0.18% active. AID 720704; in the data active = inhibition above about 11%;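 also: 0% = median of compound wells on plate and 100% = full blocker control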
An asterisk follows results filed as active; i = inactive.

ADAM17 inh	PLCb3 inh	ADAM10 inh	Tn6 DDE FP	TDP2 inh	ASAP1 inh	PLCg1 inh	ARFGAP1 inhibitor	SIAE inh	DDE Tn7 FP inh	smiles
-1	1	-7	2	3	1	-1	-1	-1	-1	Cc1nc(N)c(Br)c(C)c1Br
-2	2	0	-4	-3	-3	0	-2	-3	0	COCCCNC(=O)C1CC(=O)N(c2ccc(C)cc2)C1 (configuration not stated)
7	-22	22*	1	-7	8	-20	14	-14	-1	O=C(NNC(=O)c1cc(-c2cccc(Br)c2)nc2ccccc12)c1csc(N2CCOCC2)n1
-2	-9	-11	-3	6	-7	0	-2	1	3	COc1ccccc1C(C)NC(=O)Cc1ccc(S(=O)(=O)N2CCOCC2)s1 (configuration not stated)
-46	i	-101	-4	-10	-5	i	-2	-4	-3	CCN1CCN(Cc2c(O)ccc3c2O/C(=C\c2ccccc2)C3=O)CC1
0	5	-13	8	-10	-2	3	0	2	3	Cc1cccc(C)c1NC(=O)C1(N(Cc2ccco2)C(=O)c2ccccn2)CCCC1
-6	-6	0	3	7	0	-1	-2	2	6	COc1cc2c(cc1OC)C(c1ccc(SC)cc1)CC(=O)N2 (configuration not stated)
-3	4	-8	4	11	-9	0	-5	7	3	CCOC(=O)N1CCC(N2C(=O)c3ccc(C(=O)Nc4ccc(F)cc4F)cc3C2=O)CC1
-2	1	-6	-3	12	-10	-3	-3	2	0	COc1ccc(C=NNC(=O)CCCC(=O)NN=Cc2ccc(OC)c(O)c2)cc1O
-3	-3	1	1	0	1	2	12	0	-1	Cc1ccc(CNC(=O)c2ccc(S(=O)(=O)Nc3c(C)n(C)n(-c4ccccc4)c3=O)cc2)cc1
-1	-4	0	-2	-12	-5	2	15	7	-10	C/C(=N\OC(=O)c1c(-c2ccccc2Cl)noc1C)c1ccncc1
2	-1	9	2	-11	-2	5	-3	-5	-5	Cc1cccc(C(C(=O)NCc2ccc(F)cc2)N(C(=O)c2csnn2)C2CC2)c1 (configuration not stated)
4	4	8	8	1	-10	1	-6	4	4	CCc1cc2c(nc1CC)CCCN2S(=O)(=O)c1ccc(C(F)(F)F)cc1
-2	-4	-7	0	8	-4	3	15	12	5	COc1ccccc1NC(=O)COC(=O)Cn1cnc2c1c(=O)n(C)c(=O)n2C
-9	-20	-9	0	3	12	-20	2	0	6	Cn1cc(CN2CCc3c([nH]c4ccccc34)C2C(C)(C)C)cn1 (configuration not stated)
0	1	13	8	-5	0	4	6	0	-4	OC(CNCC1CCCCC1)COc1ccccc1 (configuration not stated)
-5	-7	1	2	-13	-4	-1	14	3	6	O=C(c1cccs1)N(c1ccc(Cl)cc1)C1C=CS(=O)(=O)C1 (configuration not stated)
-2	-5	-4	-6	7	-3	-6	1	-1	-7	CCN1C(=O)C(F)(CC)C(=O)c2ccccc21 (configuration not stated)
-48	-16	-120	-3	11	15	-9	1	4	1	COC(=O)c1ccc(-c2ccc(CNCC(O)c3ccccc3)o2)cc1 (configuration not stated)
1	-5	0	-4	11	-2	4	7	-2	-3	CCC(CC)c1nnc(NC(=O)C23CC4CC(CC(NC(C)=O)(C4)C2)C3)s1
1	1	8	1	6	3	0	-12	0	-1	COc1ccc(CC(=O)NCCc2ccc(Cl)cc2Cl)cc1
-2	-4	3	1	-2	-21	-8	-8	2	7	O=C(CN1CCN(Cc2ccc3c(c2)OCO3)CC1)N1CCc2[nH]c3ccc(F)cc3c2C1
-1	0	1	6	16	8	0	1	1	-1	O=C(Cn1cnc2ccccc2c1=O)Nc1ccc(N2CCOCC2)cc1
-1	-1	6	9	-4	14	-1	5	1	1	Nc1nnc(SCC(=O)c2ccc([N+](=O)[O-])cc2)s1
-5	-6	-4	-1	-5	-11	-3	2	3	-2	O=S(=O)(Cc1ccccc1)Nc1ccc(S(=O)(=O)NCC2CCCO2)cc1 (configuration not stated)
-2	-2	5	2	9	-15	2	0	-1	6	Cc1cccc(N2CC(O)(c3cccs3)[N+]3=C2CCCCC3)c1 (configuration not stated)
-1	-6	-4	-5	3	-4	2	-7	-2	0	CC1=CCC2C(=O)N(c3cccc(C(=O)Nc4ccccc4Cl)c3)C(=O)C2C1 (configuration not stated)
-2	0	-6	6	-1	1	-1	0	9	4	COc1ccc(S(=O)(=O)N2CCOC2CNC(=O)C(=O)NCCc2ccc(S(N)(=O)=O)cc2)cc1 (configuration not stated)
-3	0	-16	-4	-20	4	8	6	3	0	COc1ccc(NC(=S)c2ccncc2)cc1
-6	-1	-6	-6	2	2	0	-1	-1	4	CN1OC[C@@H]2CN3C(=O)N(c4ccccc4)c4ccccc4[C@@H]3C[C@@H]21
0	-4	3	-7	-5	10	-4	5	3	-1	C=CCn1c(C)cc(C(=O)COC(=O)c2ccc3c(c2)NC(=O)CS3)c1C
-3	-8	4	6	-6	7	0	3	4	7	COc1ccc(CCNC(=O)c2cc3c(=O)n(C)c4ccccc4c3n2C)cc1OC
-3	-8	-2	1	-7	-1	-5	0	3	0	Cc1ccsc1/C=N/NC(=O)c1ccc(-n2cccc2)cc1
1	2	-1	1	3	-4	-1	-11	-7	6	O=C(CSc1nnc(CNC(=O)c2ccccc2F)o1)NCc1ccccc1
0	-8	-6	-3	21	-7	-1	-18	-5	1	CCOc1ccc(CN2CCN(C(=O)c3ccco3)CC2)cc1
2	2	-3	4	8	-2	3	0	-7	-4	Cc1ccccc1NC(=O)CN1C(=O)NC(C)(CCc2ccccc2)C1=O (configuration not stated)
i	i	i	-3	-1	-2	i	18	-9	0	O=c1[nH]c(N/N=C\c2ccc(F)cc2)nc2ccccc12
0	0	-4	13	4	-5	2	4	-1	3	COc1ccc(N2CC(O)=C(c3nc(-c4ccc(F)cc4)cs3)C2=N)cc1
-1	1	6	1	11	8	1	1	-7	-3	Cc1ccc(-c2nnc(N3CCN(C(=O)CN4C(=O)c5ccccc5C4=O)CC3)c3ccccc23)cc1
-6	-5	-9	5	5	-11	5	-14	2	-3	CN(C(=O)CN1C(=O)NC(c2ccccc2)(c2ccccc2)C1=O)C1CCS(=O)(=O)C1 (configuration not stated)
0	2	1	4	-2	5	0	-1	-5	1	Cc1nc(SCC(=O)c2ccc(F)cc2)c([N+](=O)[O-])[nH]1
-5	-1	-3	-4	-2	-15	0	-6	-4	-3	CCOC(=O)CSc1ncc(-c2ccccc2)nn1
-1	0	-12	6	-3	3	0	6	0	1	COC(=O)c1ccc(CNC(=O)c2ccc(S(=O)(=O)N(C)c3ccccc3OC)cc2)cc1
1	3	0	-2	-13	1	3	4	4	2	C/C(=N\Nc1ccccn1)c1ccc(S(=O)(=O)NCc2ccco2)cc1
-1	4	-4	-3	-6	-6	3	7	3	-1	O=C(Cc1ccc(Cl)cc1)NCCc1cnc[nH]1

Compound profiles, from the list above. Order of screens: ADAM17 inh, PLCb3 inh, ADAM10 inh, Tn6 DDE FP, TDP2 inh, ASAP1 inh, PLCg1 inh, ARFGAP1 inhibitor, SIAE inh, DDE Tn7 FP inh
Shown for `Cc1ccc(-c2nnc(N3CCN(C(=O)CN4C(=O)c5ccccc5C4=O)CC3)c3ccccc23)cc1` = -1, 1, 6, 1, 11, 8, 1, 1, -7, -3
Shown for `COc1ccc(N2CC(O)=C(c3nc(-c4ccc(F)cc4)cs3)C2=N)cc1` = 0, 0, -4, 13, 4, -5, 2, 4, -1, 3
Shown for `O=C(CSc1nnc(CNC(=O)c2ccccc2F)o1)NCc1ccccc1` = 1, 2, -1, 1, 3, -4, -1, -11, -7, 6
Shown for `C/C(=N\Nc1ccccn1)c1ccc(S(=O)(=O)NCc2ccco2)cc1` = 1, 3, 0, -2, -13, 1, 3, 4, 4, 2
Shown for `CCOC(=O)CSc1ncc(-c2ccccc2)nn1` = -5, -1, -3, -4, -2, -15, 0, -6, -4, -3

The listing continues.
ADAM17 inh	PLCb3 inh	ADAM10 inh	Tn6 DDE FP	TDP2 inh	ASAP1 inh	PLCg1 inh	ARFGAP1 inhibitor	SIAE inh	DDE Tn7 FP inh	smiles
-1	-7	-6	-4	6	7	-1	-7	24*	5	CC(=O)c1c(C)[nH]c(C(=O)OCC(=O)NCc2ccc(Cl)cc2)c1C
-3	-4	-1	-4	2	-4	4	-1	7	1	O=C(NC(=S)Nc1ccccc1O)c1cccnc1
2	-5	12	1	-18	-3	7	-2	-3	-5	CC(CNC(=O)c1ccco1)NC(=O)c1ccco1 (configuration not stated)
-2	-9	-4	3	3	6	-8	13	0	-9	Cc1nc(NC(=O)c2ccc(Cl)cc2)sc1Cc1ccc2c(c1)OCO2
-5	-2	4	3	3	-12	-3	-3	-3	3	Cc1cc(S(=O)(=O)N(Cc2ccc3c(c2)OCO3)CC2CCCO2)ccc1-n1cnnn1 (configuration not stated)
-2	-1	-3	-3	-12	-16	11*	-7	-6	-1	Cc1nc(SCC(=O)Nc2cc(S(=O)(=O)N3CCOCC3)ccc2Cl)nc(C)c1C
1	-5	1	3	-9	11	3	-8	0	-5	O=C(NCCN1C(=O)S/C(=C\c2cccnc2)C1=O)c1cc(S(=O)(=O)N2CCOCC2)ccc1F
-2	-71	-11	-2	-1	0	-49	-1	1	0	COc1ccc(/C=C2/CSC/C(=C/c3ccc(OC)c(OC)c3)C2=O)cc1OC

Compound activity (PubChem BioAssay)
